# Screening data: PubChem, several laboratories
# SDO1 yeast rescue = growth rescue of sdo1-depleted yeast, primary screen, S. cerevisiae, bone marrow failure model. S. cerevisiae sdo1-depleted JHY4D growth rescue, OD600 30 h; stronger effect = higher value; pdr5 snq2 efflux-pump mutant strain. z-score at 10 µM. 140,000 compounds, 0.21% hits;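 active = z-score above 3 at both the 24 hr and the 30 hr optical density reads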;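 also: z-score against mean and SD of all compound wells on the same plate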
# INS promoter inh = inhibitors of insulin promoter-driven GFP, primary screen, imaging, TRM-6 cells (human fetal islet line), eGFP reporter, cell count; reporter expression induced with tamoxifen; inhibition, % at 2 µM; 130,000 compounds, 0.9% hits;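 active = inhibition above the mean plus 3 SD, with well images judged a real hit on visual review, cut at about 60% in these data, passing the limit was not always enough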
# SDO1 yeast rescue Rescue 24 h = second read-out of SDO1 yeast rescue, no call of its own (marks repeat the call); z-score; S. cerevisiae sdo1-depleted JHY4D growth rescue, OD600; measured here: growth rescue at 24 h;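 0 is the plate mean of compound wells and units are plate SD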
# * hit, by the source's call; . = no result given.
# Start of the data: the first 2 entries (preview)
no.	canonical_smiles	SDO1 yeast rescue	SDO1 yeast rescue Rescue 24 h	INS promoter inh
1	Cc1ccc(Nc2ccccc2)cc1	0.33	0.26	-117
2	CC(C)(C)NC(=O)CSc1nc(O)cc(=O)[nH]1	0.02	-0.46	.

# Results, from the first entry:
no.	canonical_smiles	SDO1 yeast rescue	SDO1 yeast rescue Rescue 24 h	INS promoter inh
1	Cc1ccc(Nc2ccccc2)cc1	0.33	0.26	-117
2	CC(C)(C)NC(=O)CSc1nc(O)cc(=O)[nH]1	0.02	-0.46	.
3	CCOC(=O)c1c(NC(=O)C(Sc2ccccc2)c2ccccc2)sc(C(=O)N(C)C)c1C (stereo unspecified)	0.4	0.88	6
4	CSc1cc(N2CCOCC2)nc(-c2ccccc2Cl)n1	0.25	0.03	-12
5	O=C(NCCN1CCOCC1)C1CCC(CNS(=O)(=O)c2ccccc2)CC1 (stereo unspecified)	1.5	0.33	6
6	CN(C)C(CNC(=S)Nc1ccc(Cl)cc1)c1cccnc1 (stereo unspecified)	.	.	-7
7	COC(=O)C1=C(C)Nc2c(c(=O)n(C)c(=O)n2C)C1c1cccs1 (stereo unspecified)	-0.5	-1	.
8	CCn1cc(C(=O)NC(C)C23CC4CC(CC(C4)C2)C3)cn1 (stereo unspecified)	0.04	0.07	-6
9	CC1(C)CC(=O)C2=C(C1)N=C1SCCC(=O)N1C2c1ccccc1 (stereo unspecified)	1.4	1.2	24
10	CCOC(=O)N1C=CC(C)=C[C@@H]2[C@@H](N3C(=O)c4ccccc4C3=O)C(=O)N21	1	-0.48	-27
11	Cc1cccc(NC(=O)C2CCN(c3nc(C)cc(C)n3)CC2)c1	-0.81	-0.88	18
12	CCN(C(=O)CSc1nnc(Nc2cccc(C)c2C)s1)C1CCS(=O)(=O)C1 (stereo unspecified)	1.3	1.4	-52
13	Cc1ccc(N=Cc2cc(Cc3ccccc3Cl)cc([N+](=O)[O-])c2O)c(O)c1	.	.	0
14	Cc1ccc(CSc2nnc(C)c(=O)n2N)cc1	0.18	-0.36	.
15	CC(=O)c1ccc(N2CCN(C(=O)c3cc(-c4ccc5c(c4)OCO5)nc4ccccc34)CC2)cc1	-0.6	-0.59	48
16	Nc1cc[n+](CC(=O)c2ccc3c(c2)OCCO3)cc1	0.4	-0.21	-4
17	COc1ccc(NC(=O)c2cc3c(=O)n4ccccc4nc3n2C)c(OC)c1	.	.	-7
18	NS(=O)(=O)c1cccc(NC(=O)CSc2nn(-c3ccccc3)c(=S)s2)c1	0.29	-0.18	.
19	COc1cc(NC(=S)NCc2ccc(S(N)(=O)=O)cc2)c(OC)cc1Cl	0.28	-0.65	-9
20	COc1ccc(Nc2nc3ccccc3n3cnnc23)cc1	-0.25	-0.55	64
21	CCOc1cc(/C=C2/NC(=O)NC2=O)cc(Br)c1OCc1ccc(C(=O)O)cc1	.	.	42
22	COc1cc(/C=N/O)c(Br)cc1OCC(=O)Nc1ccccc1C	0.05	0.02	58
23	Cc1ccc(C2=C/C(=C/c3cccnc3)C(=O)O2)c(C)c1	-0.39	-0.11	-23
24	Cc1nc(C(F)(F)F)nc(Nc2ccc(Br)cc2)c1C#N	-0.65	-0.41	-42
25	CCSC1=C(C#N)C(c2ccc(F)cc2)CC(=O)N1 (stereo unspecified)	0.34	0.07	.
26	Cc1cc(C)c(C#N)c(N2CCN(Cc3ccccc3)CC2)n1	0.34	0.59	7
27	Cc1cc(OCC(=O)Nc2ccc(OCc3ccccc3)cc2)nc(C(C)C)n1	-0.57	-0.62	.
28	CCOC(=O)C1(C)/C(=N/Nc2cccc(Cl)c2)C(=O)C(=O)N1c1ccccc1 (stereo unspecified)	-0.59	-0.23	11
29	CC(C)OP(=O)(c1ccc(N(C)C)cc1)C(O)c1ccncc1 (stereo unspecified)	0.22	-1.2	8
30	CC(C)c1nc(C(=O)N2CCCC(CCC(=O)N(C)CCc3ccccn3)C2)cs1 (stereo unspecified)	.	.	-170

# Look-ups from the list.
# Under SDO1 yeast rescue Rescue 24 h, no. 9 has the entry 1.2
# Under SDO1 yeast rescue Rescue 24 h, no. 23 has the entry -0.11

# New compounds follow
no.	canonical_smiles	SDO1 yeast rescue	SDO1 yeast rescue Rescue 24 h	INS promoter inh
31	Cc1cc(=O)[nH]c(SCC(=O)N2c3ccccc3CC2C)n1 (stereo unspecified)	0.47	0.52	-64
32	CC1(c2ccccc2)CC(C)(C)N2C(=O)Cc3cccc1c32 (stereo unspecified)	.	.	18
33	O=[N+]([O-])c1ccccc1NCc1ccccc1Cl	.	.	33
34	COc1cc(SC)ccc1C(=O)NCCOc1ccccc1Cl	-1.4	-0.78	-14
35	N#CC(C(=O)NCc1ccccc1)c1nc2ccccc2nc1N1CCCC1 (stereo unspecified)	-0.82	-0.22	14
36	CCCCCCCCCCCCCCCC[n+]1cccc2ccccc21	-0.99	-1.2	.
37	Cc1c(NC(=O)c2ccc(S(=O)(=O)N3CC(C)OC(C)C3)cc2)c(=O)n(-c2ccccc2)n1C (stereo unspecified)	.	.	21
38	COc1ccc(Cn2c(=O)[nH]c3cc(C(=O)NCCCN4CCCCC4)ccc3c2=O)cc1	-0.11	-0.18	.
39	O=C(Nc1ccccc1)c1cc2ccccc2o1	-0.05	0.38	-71
40	Cc1cc(CSc2ccccc2)ccc1NC(=O)c1ccc(CN2CCOCC2)cc1	-1.2	0.28	50
41	Cc1ccc(S(=O)(=O)Nc2ccc3oc(=O)sc3c2)c(C)c1	-1.7	-1.8	26
42	Cc1ccc(NC(=O)CN2CCCN(S(=O)(=O)c3ccc(Br)s3)CC2)cc1	-1.8	-1.4	4
43	c1ccc2c(-n3cnnn3)cccc2c1	0.08	-0.41	3
44	C=CCNC(=O)c1cccn1-c1ccsc1C(=O)OC	-0.05	-0.35	-22
45	COc1ccc2[nH]c(=O)c(NC(N)=S)nc2c1	-0.23	-1	-48
46	COn1c(C)c(C(C)=O)c2c3no[n+]([O-])c3ccc21	0.98	0.4	-7
47	CSc1nnc(-c2cc(C)on2)n1-c1ccccc1	0.49	0.68	-8
48	COCCCN1C(=O)c2ccccc2C1C(=O)NC1CCCCCC1 (stereo unspecified)	1.1	-0.1	-72
49	CC1CC(C)CN(C(=O)CSc2nc(Cc3cccs3)nc3ccccc23)C1 (stereo unspecified)	-0.68	-0.45	.
50	C=CCOc1ccc(/C(O)=C2\C(=O)C(=O)N(CCCOC)C2c2ccncc2)cc1 (stereo unspecified)	-0.56	-1.4	2
51	CCCOC(=O)c1ccc(NC(=O)C(=O)NCC2CCCO2)cc1 (stereo unspecified)	0.63	0.61	-3
52	Cc1ccc(C(=O)OC2=CC(=O)CC(C)(C)C2)cc1	0.64	0.14	47
53	CC(=O)c1c(C(C)=O)c(C)n(-c2ccc(O)cc2)c1C	0.47	0.35	8
54	CCC1CCc2sc(C(=O)O)cc2C1 (stereo unspecified)	-0.28	-0.45	15
55	COc1ccc(Oc2nccc(-c3ccc(Cl)cc3)n2)cc1	-1.7	-1.1	-41
56	COc1cccc(C2c3[nH]c4ccccc4c3CCN2C(=O)Cn2cncn2)c1OC (stereo unspecified)	.	.	2
57	COc1ccc(S(=O)(=O)Nc2cc3c4c(oc3c3ccccc23)CCCC4=O)cc1	-1.9	-0.98	43
58	Cc1nn(Cc2ccc(Cl)cc2)c(Cl)c1/C=N/NC(=O)CNc1ccccc1F	-1.6	-0.91	.
59	CCOC(=O)Cc1csc(SCC(=O)Nc2sc3c(c2C(N)=O)CCC3)n1	-0.59	-0.39	-13
60	Cc1csc2nc(CSc3nncn3-c3ccccc3)c(Br)n12	-0.63	-0.69	.

# 3 entries drawn at random from those above:
no.	canonical_smiles	SDO1 yeast rescue	SDO1 yeast rescue Rescue 24 h	INS promoter inh
48	COCCCN1C(=O)c2ccccc2C1C(=O)NC1CCCCCC1 (stereo unspecified)	1.1	-0.1	-72
55	COc1ccc(Oc2nccc(-c3ccc(Cl)cc3)n2)cc1	-1.7	-1.1	-41
35	N#CC(C(=O)NCc1ccccc1)c1nc2ccccc2nc1N1CCCC1 (stereo unspecified)	-0.82	-0.22	14

# (cont.)
no.	canonical_smiles	SDO1 yeast rescue	SDO1 yeast rescue Rescue 24 h	INS promoter inh
61	Cc1ccc(C)c(N2CCN(CCCNC(=O)Cn3cc4c(n3)CCC(C)C4)CC2)c1 (stereo unspecified)	-0.89	-0.9	.
62	O=c1[nH]nc2c3ccccc3cnn12	0.44	0.34	.
63	Cc1ccc(C(=O)N2CCN(C(=O)CN3CCCC3)C2)cc1	1.2	0.92	-12
64	CN1CCN(Cc2oc(CO)cc(=O)c2O)CC1	1	0.51	.
65	CCCCN(C)CCCNC(=O)CCn1nc(-c2ccccc2)ccc1=O	1.7	0.24	-27
66	CCCCC(=O)NC(NC(=O)CCCC)c1ccc(OCCC)c(OC)c1	0.48	0	20
67	O=C(CN1CCOCC1)NN=C1CCCCCCCCCCC1	0.7	0.03	31
68	COC(=O)c1cc(NS(=O)(=O)c2ccc(NC(C)=O)cc2)cc(C(=O)OC)c1	0.3	0.38	19
69	O=C(Cn1cnc2c(oc3ccccc32)c1=O)NCc1ccccc1	-0.22	0.1	.
70	CN(C)S(=O)(=O)Oc1ccsc1C(=O)Nc1cccc(Cl)c1	-0.36	-0.25	13
71	O=C(O)CCc1nn2c3ccccc3n(CC(=O)c3ccccc3)c2nc1=O	1.4	1.7	-25
72	O=C1/C(=C\c2ccc(-c3ccccc3Cl)o2)SC(=S)N1CC1CCCO1 (stereo unspecified)	-0.23	0.87	.
73	Cc1ccc(C(=O)N/C(=C\c2ccc(Br)cc2)c2nc(=S)[nH][nH]2)cc1	-1.9	-1.1	5
74	CCn1c(NCc2ccco2)nc2c1c(=O)n(C)c(=O)n2C	0.42	0.11	13
75	Cc1ccc(NC(=O)N2CCC(C(=O)NCc3ccc(F)cc3)CC2)cc1	0.02	-0.44	57
76	COc1ccccc1CNC(=O)C1CC(c2c(Cl)cccc2Cl)=NO1 (stereo unspecified)	-0.64	-0.2	-10
77	O=C(O)c1cccc(C(=O)Cc2ccccc2)c1	-1.1	-1.8	.
78	Cc1c(/C=N/NC(=O)c2ccc3c(c2)OCO3)cnn1C	0.82	0.56	.
79	COc1ccccc1N1CCN(Cc2cccs2)CC1	0.2	-0.18	.
80	N/C(Cc1ccc(Cl)cc1)=N\OC(=O)Cc1ccc([N+](=O)[O-])cc1	-1.4	0.53	.
81	COc1cc(OC)cc(C(=O)Nc2c(F)cccc2F)c1	1.1	0.49	25
82	CCc1c(C(=O)N2CCN(c3ccccc3F)CC2)[nH]c(C)c1C(C)=O	-0.08	-0.19	46
83	CCN(CC(=O)Nc1ccc2c(c1)OCO2)Cc1nc2ccccc2c(=O)[nH]1	0.1	-0.42	.
84	COc1ccc([C@@H]2[C@H]3C(=O)N(c4cccc(C(F)(F)F)c4)C(=O)[C@H]3ON2C)cc1	0.97	0.12	-16
85	CCN(CC)CCNC(=O)C12CC3CC(CC(C3)C1)C2	0.25	0.11	11
86	COc1ccc(Sc2cc(C(F)(F)F)nc(-c3ccccn3)n2)cc1	-1.3	0.08	33
87	Cc1ccc(N(CC(=O)Nc2ccc(C)cc2C)S(=O)(=O)N2CCCC2)cc1	-0.45	-0.7	-13
88	Cc1ccccc1Nc1nnc(SCc2cc(=O)n3ccsc3n2)s1	-0.07	-0.55	0
89	COc1ccc(C(=O)CSc2n[nH]c(N)n2)cc1	1.5	2	-7
90	C=CCc1cccc(CNc2c(C)n(C)n(-c3ccccc3)c2=O)c1O	-0.66	-0.42	76*

# Results in INS promoter inh and SDO1 yeast rescue Rescue 24 h (three entries from above):
cpd | SMILES | INS promoter inh | SDO1 yeast rescue Rescue 24 h
85 | CCN(CC)CCNC(=O)C12CC3CC(CC(C3)C1)C2 | 11 | 0.11
73 | Cc1ccc(C(=O)N/C(=C\c2ccc(Br)cc2)c2nc(=S)[nH][nH]2)cc1 | 5 | -1.1
70 | CN(C)S(=O)(=O)Oc1ccsc1C(=O)Nc1cccc(Cl)c1 | 13 | -0.25

# Carrying on:
no.	canonical_smiles	SDO1 yeast rescue	SDO1 yeast rescue Rescue 24 h	INS promoter inh
91	CC(C)C(O)(CC#CCN1CCCC1)c1ccccc1 (stereo unspecified)	.	.	-69
92	O=C(Cn1c(=O)oc2cc(S(=O)(=O)NCc3ccccc3)ccc21)NCc1ccco1	1.4	1.1	.
93	O=C(NCc1ccco1)/C(=C/c1cccnc1)NC(=O)c1ccco1	0.8	0.97	-4
94	O=C(CCN1C(=O)c2cccc3cccc(c23)C1=O)Nc1ccccc1	.	.	38
95	CC(=O)Oc1ccccc1/C=C1\CCOC1=O	0.45	0.31	-7
96	COc1cc(OC)c(CN2CCCCCCC2)cc1Br	0.66	0.27	26
97	CCC1CCc2c(sc(NC(=O)C3CC=CCC3C(=O)O)c2C#N)C1 (stereo unspecified)	1.2	0.92	-27
98	COc1ccccc1-n1cc(C(=O)NCC(=O)NCc2ccc(F)cc2)c2ccccc2c1=O	.	.	-40
99	CCCC(c1nnnn1Cc1ccco1)N1CCN(c2cc(Cl)ccc2C)CC1 (stereo unspecified)	-0.96	-1.1	.
100	O=C1CCCC(O)=C1N=Nc1ccc2c(c1)OCO2	1.5	0.85	-97
101	C[C@]12CC[C@@H]3c4ccc(OS(=O)(=O)O)cc4CC[C@H]3[C@@H]1CCC2=O	1.2	1.1	-14
102	c1ccc(Cn2nnc3c(NCc4ccc5c(c4)OCO5)nc(C4CC4)nc32)cc1	-0.62	0.58	.
103	CCC1CCCCN1C(=O)c1cccc(S(=O)(=O)Nc2cc(C(F)(F)F)ccc2Cl)c1 (stereo unspecified)	-0.45	-0.96	-45
104	C=CCNCc1cccn1-c1ccccc1	-0.01	0.17	.
105	O=C(CCCn1c(=S)[nH]c2ccc(Br)cc2c1=O)NCC1CCCO1 (stereo unspecified)	2.2	1.1	-36
